E-selectin induc – E-selectin induction in HUVECs, primary screen, imaging, HUVEC, immunofluorescence imaging, single point | P16581 | normalized: neutral wells 0, TNF-alpha wells 100 | activation, % at 7.58 µM | hit rate 0.37% among 260,000 | AID 686992, 2013;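 active = mean E-selectin-positive cell signal at least 10% of the positive control, reached in at least 60% of replicates, without over 20% cell loss; inconclusive = no rule given, readout overlaps actives, possibly toxicity-flagged; inactive = the rest, including those meeting only one limit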;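 note: in these data hits start at about 27%; measured in HUVEC primary endothelial cells; signal is the percent of cells scored E-selectin positive by PE staining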
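Test system – human umbilical vein endothelial cells (HUVEC), E-selectin induction · Input – 3,000 HUVEC seeded per well · Buffer or medium – EGM-2, gelatin · Compound dosing – single-point compound dose · Detection – immunofluorescence imaging · Measure – percent E-selectin-positive cells · Controls – TNF-alpha high, DMSO low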
RAD54 inh – inhibitors of human RAD54 branch migration, primary screen, biochemical, fluorescence, single point. AID 602329, 2012. RAD54 Holliday junction branch migration, FAM/BHQ fluorescence. DNA repair and recombination protein RAD54-like (Homo sapiens), Q92698. inhibition, % at 10.4 µM. hit rate 0.14% among 360,000;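 active = mean normalized replicate activity at least 40 and at least half of replicates scoring 40 or more; inconclusive = only one of the two criteria met; inactive = mean below 40 and under half of replicates reaching 40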;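 note: 0% = median of neutral control wells and 100% = median of positive control wells; inhibitors cause a drop in the FAM fluorescence signal; in these data hits start at about 50%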
Target sequence (Q92698 whole entry, looked up): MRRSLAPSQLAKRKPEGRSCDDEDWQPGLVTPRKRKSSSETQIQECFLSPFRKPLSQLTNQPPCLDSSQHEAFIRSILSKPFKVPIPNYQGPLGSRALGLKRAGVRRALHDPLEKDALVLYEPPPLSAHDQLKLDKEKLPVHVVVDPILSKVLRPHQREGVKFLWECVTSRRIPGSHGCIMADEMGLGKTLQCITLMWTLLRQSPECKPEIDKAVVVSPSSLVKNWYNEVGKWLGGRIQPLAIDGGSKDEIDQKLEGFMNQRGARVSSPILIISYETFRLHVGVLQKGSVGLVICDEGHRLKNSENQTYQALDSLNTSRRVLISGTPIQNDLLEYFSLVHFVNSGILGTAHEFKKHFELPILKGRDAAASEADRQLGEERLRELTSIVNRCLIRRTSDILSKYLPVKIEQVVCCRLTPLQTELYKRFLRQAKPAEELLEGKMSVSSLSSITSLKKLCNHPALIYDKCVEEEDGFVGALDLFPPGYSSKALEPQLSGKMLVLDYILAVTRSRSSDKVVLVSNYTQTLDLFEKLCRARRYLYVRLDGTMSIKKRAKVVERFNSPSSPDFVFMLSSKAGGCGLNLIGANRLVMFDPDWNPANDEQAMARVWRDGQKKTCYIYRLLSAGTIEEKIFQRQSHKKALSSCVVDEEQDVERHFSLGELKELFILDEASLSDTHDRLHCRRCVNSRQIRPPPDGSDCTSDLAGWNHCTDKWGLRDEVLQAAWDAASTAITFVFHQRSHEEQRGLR
ERp5 inh – inhibitors of ERp5-driven insulin aggregation, primary screen, biochemical, turbidity, absorbance 650 nm, single point | inhibition, % at 9.99 µM | hit rate 0.05% among 350,000 | Protein disulfide-isomerase A6 (Homo sapiens), Q15084 | 90 min | AID 651711, 2012;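 active = mean replicate inhibition above about 25%, with every replicate also reaching it, limit read from the data, passing the limit was not always enough; inconclusive = only one of those two criteria met; inactive = neither criterion met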
PglD DTNB – C. jejuni PglD acetyltransferase inhibitors, primary screen, biochemical, DTNB colorimetric, single point | UDP-N-acetylbacillosamine N-acetyltransferase PglD (Campylobacter jejuni) | AID 602405, 2012 | purified PglD enzyme, DTNB colorimetric CoA detection | hit rate 0.098% among 360,000 | inhibition, % at 12.5 µM; in the data active = inhibition above about 16%, passing the limit was not always enough; inconclusive = no clear call, values can overlap the other calls; note: strong numbers were not always called active
esBAF inh – Bmi1 luciferase reporter increase in mESCs, primary screen, esBAF inhibitor project, mouse ES cells, Bmi1 luciferase knock-in, single point. reporter increase, % at 12.5 µM. 24 h; 100% = twice the neutral-well signal. hit rate 2% among 350,000; in the data active = activation above about 40%; inconclusive = no clear call, values can overlap the other calls;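 note: 0% = median of the plate's neutral control wells and 100% = double that signal; a rise in the Bmi1 reporter signal indicates esBAF inhibition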
RAD52 inh – RAD52 DNA annealing inhibitors, primary screen, biochemical, FRET, single point, set 2; DNA repair protein RAD52 homolog (Homo sapiens), P43351; hit rate 0.46% among 360,000; recombinant RAD52 DNA annealing, FRET fluorescence; inhibition, % at 18.7 µM;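 active = every replicate showing at least 50% inhibition; inconclusive = mean inhibition at least 50% but not in every replicate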
Casp6 inh – human caspase-6 inhibitors, primary screen, biochemical, VEID-R110 fluorescence, single point, set 2; AID 686996, 2013; purified caspase-6, Z-VEID-R110 cleavage fluorescence; P55212; hit rate 0.53% among 350,000; inhibition, % at 12.5 µM;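 active = mean inhibition across replicates at least about 35%, with every replicate also reaching that limit, limit read from the data; inconclusive = only one of the two criteria met; inactive = neither criterion met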;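 note: 0% = median of neutral control wells and 100% = no fluorescence left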
Target sequence (P55212 24-179 limits assumed): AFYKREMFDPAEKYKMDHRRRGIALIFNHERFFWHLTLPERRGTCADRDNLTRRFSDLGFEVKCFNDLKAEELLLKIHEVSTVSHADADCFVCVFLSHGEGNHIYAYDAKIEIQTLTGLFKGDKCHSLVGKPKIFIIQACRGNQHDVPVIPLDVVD
Target sequence (P55212 194-293 limits assumed): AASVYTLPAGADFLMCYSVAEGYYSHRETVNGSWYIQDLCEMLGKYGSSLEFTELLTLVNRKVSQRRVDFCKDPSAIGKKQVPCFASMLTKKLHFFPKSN
ARNT TACC3 PPI – disruptors of ARNT/TACC3 protein interaction, primary screen, biochemical, AlphaScreen, single concentration | AlphaScreen His-ARNT PAS-B/GST-TACC3 binding, luminescence; TACC3 fragment carries E629A point mutation | Transforming acidic coiled-coil-containing protein 3 (Homo sapiens), Q9Y6A5 | hit rate 0.66% among 390,000 | AID 623870, 2012 | inhibition, % at 9.99 µM;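 active = mean inhibition of replicates at least 50% and at least half of replicates each reaching 50%; inconclusive = half or more replicates reach 50% but mean below 50%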;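 note: 0% = complete ARNT plus TACC3 wells and 100% = ARNT alone without TACC3; many hits fall short of the cut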
* hit, by the source's call; ? = inconclusive; nt = not tested or not shown; & = joins results of further samples.

A first look (four entries):
SMILES | E-selectin induc | RAD54 inh | ERp5 inh | PglD DTNB | esBAF inh | RAD52 inh | Casp6 inh | ARNT TACC3 PPI
CC(C)(C)c1ccc(OC(=O)Nc2ccc(O)c(C(=O)O)c2)cc1 | 0.5 | 10 | -2 | -3 | -19 | -3 | 17 | 2
COc1ccc(S(=O)(=O)N(C)C[C@@H]2OCc3cnnn3CCCC(=O)N([C@H](C)CO)C[C@@H]2C)cc1 | -0.2&0.2 | 6&4 | -1&-2 | -5&0 | 1&2&-3 | -12&12 | 0&-1 | 11
Cn1cccc1Cc1nnc(SCC(=O)NC2CCCC2)n1CCc1ccccc1 | -0.1 | 3 | 3 | 3 | 2 | -29 | 1 | -6
CCSc1nnc(NC(=O)CSc2nnc(C)c(=O)n2N)s1 | -1.2 | nt | 1 | nt | nt | -12 | -2 | 3

This part in full (from the top)
SMILES | E-selectin induc | RAD54 inh | ERp5 inh | PglD DTNB | esBAF inh | RAD52 inh | Casp6 inh | ARNT TACC3 PPI
CC(C)(C)c1ccc(OC(=O)Nc2ccc(O)c(C(=O)O)c2)cc1 | 0.5 | 10 | -2 | -3 | -19 | -3 | 17 | 2
COc1ccc(S(=O)(=O)N(C)C[C@@H]2OCc3cnnn3CCCC(=O)N([C@H](C)CO)C[C@@H]2C)cc1 | -0.2&0.2 | 6&4 | -1&-2 | -5&0 | 1&2&-3 | -12&12 | 0&-1 | 11
Cn1cccc1Cc1nnc(SCC(=O)NC2CCCC2)n1CCc1ccccc1 | -0.1 | 3 | 3 | 3 | 2 | -29 | 1 | -6
CCSc1nnc(NC(=O)CSc2nnc(C)c(=O)n2N)s1 | -1.2 | nt | 1 | nt | nt | -12 | -2 | 3
Cc1cccc2c1-c1sc(C(=O)Nc3cccnc3)cc1CO2 | nt | 16 | -1 | 0 | 50* | -9 | -2 | 0
Oc1nc(Nc2cccc(Cl)c2)sc1/C=C1\C=Nc2ccccc21 | 2.8 | -2 | -1 | 2 | nt | -31 | 2 | -3
Fc1ccc(-c2[nH]ncc2CN(CC2CCC2)CC2CCCO2)c(F)c1 (centres undefined) | nt | 12 | ? | 17 | 3 | 0 | 3 | -19
CN1CCN(C2CCCCC2NS(=O)(=O)c2ccccc2)CC1 (centres undefined) | nt | 3 | 0 | -3 | -4 | -1 | 0 | 7
CCOC(=O)C1CCN(S(=O)(=O)c2ccc3c(c2)CC(C)N3C(=O)C2CCC2)CC1 (centres undefined) | nt | 3 | 3 | -2 | 2 | -13 | -3 | -3
COc1ccc(C(C(=O)NC(C)C)N(C(=O)CCC(=O)Nc2nccs2)c2ccccc2F)cc1 (centres undefined) | nt | -2 | 0 | -5 | 2 | 1 | 0 | 6
Cc1nc2nc(CSc3nnc(C)s3)cc(=O)n2[nH]1 | 1.6 | 11&-5 | 1 | 1 | 1 | -3 | 2 | -5&0
COc1ccc(NC(=O)C/C(C)=N/NC(=O)COc2ccc(OC)cc2)cc1 | nt | 12 | 4 | 1 | -3 | -18 | 6 | -5
O=C(N=C1SC2CS(=O)(=O)CC2N1Cc1ccccc1)C1CCCCC1 (centres undefined) | nt | -18 | -6 | -1 | -5 | -3 | 4 | -8
Cn1ncc(Cl)c1C(=O)Nc1cc(C(F)(F)F)ccc1F | nt | -11 | nt | 0 | -8 | nt | nt | -2
C/C(NCCc1ccccc1)=C1/CCOC1=O | nt | -10 | 5 | -6 | 0 | -5 | 0 | nt
C[C@@H]1CN([C@H](C)CO)C(=O)Cc2cc(NC(=O)C3CC3)ccc2O[C@H]1CN(C)CC1CC1 | -0.1 | -5 | 5 | 0 | 5 | -6 | 1 | -5
CCC(=O)Nc1ccc2c(c1)OC[C@@H](C)N(C(=O)C1CCC1)C[C@@H](C)[C@H](OC)CN(C)C2=O | 0.0 | -19 | -3 | -1 | 5 | 6 | -3 | -6
O=C(Cc1ccc(S(=O)(=O)N2CCOCC2)s1)N1CCN(S(=O)(=O)c2ccc(Cl)cc2)CC1 | 0.1 | -4 | -7 | 1 | 10 | -79 | 3 | -3
CC(C)CC(=O)Nc1cccc(-c2nc3ccccc3[nH]2)c1 | -1.0 | 9 | -5 | -3 | nt | -1 | 3 | -1
C[C@H](CO)N1C[C@H](C)[C@H](CN(C)Cc2ccncc2)Oc2ncc(-c3cncnc3)cc2C1=O | 0.1 | 3 | -1 | -5 | 2 | -9 | 1 | -1
Cc1ccc(NC(=O)C(=O)NN)cc1 | nt | -2 | -4 | -3 | 6 | -21 | 1 | 14
COc1cc(C(=O)n2cnc3ccccc32)c([N+](=O)[O-])cc1OC | nt | -9 | -5 | 4 | -5 | -8 | 2 | -4
CCCCOc1ccc(C(=O)NC)cc1 | nt | 1 | nt | 1 | 12 | nt | nt | -7
O=C(NNC(=S)Nc1ccc(Br)cc1)c1cccnc1 | -0.2 | 3 | -3 | -1 | nt | 1 | -3 | -1
COCc1[nH]nc2c1C(c1sccc1C)C(C#N)=C(N)O2 (centres undefined) | nt | -1 | -6 | -7 | -1 | -13 | 0 | 3
Later entries:
SMILES | E-selectin induc | RAD54 inh | ERp5 inh | PglD DTNB | esBAF inh | RAD52 inh | Casp6 inh | ARNT TACC3 PPI
Cc1ccc(-c2cccc(NC(=O)C3C4C=CC(C4)C3C(=O)O)c2)o1 (centres undefined) | nt | -10 | 2 | -1 | 40 | -95 | 2 | 1
O=C1NC(=O)/C(=C/c2cc3c(cc2Br)OCO3)S1 | -0.1 | 4 | 4 | -1 | 4 | -7 | 8 | 7
COc1cc2[nH]c3c(OC)ncnc3c2cc1OC | nt | 18 | 0 | -3 | 5 | -3 | -4 | 24
Cc1cccc(CCNS(=O)(=O)c2ccc(S(=O)(=O)NC3CCCC3)cc2)c1 | nt | -4 | nt | 1 | 4 | nt | nt | 3
Cc1ccc2nc(SCC(=O)c3c[nH]c4ccccc34)[nH]c2c1 | nt | nt | 6 | nt | 5 | -24 | 1 | -1
Cn1cnnc1Sc1ccc(C(=O)OCC(=O)Nc2ccccc2)cc1[N+](=O)[O-] | 0.0 | 1 | 4 | 1 | -1 | -15 | nt | 0
Cc1cc(C)cc(C(=O)OCC(=O)Nc2ncccn2)c1 | nt | -8 | -5 | 1 | -7 | -25 | 5 | 9
Cc1ccc(S(=O)(=O)N2CC=C(C(=O)NCc3ccccc3)CC2)cc1 | nt | 16 | -2 | 3 | 6 | -11 | 1 | 1
O=C(CSc1nc2ccccc2c(=O)n1-c1ccc(F)c(Cl)c1)Nc1cccc(S(=O)(=O)N2CCOCC2)c1 | -1.8 | nt | 3 | nt | nt | -2 | -1 | -12
C[C@@H]1CCCCO[C@H](CN(C)CC2CC2)[C@H](C)CN([C@@H](C)CO)C(=O)c2cc(NC(=O)Cc3ccccc3)ccc2O1 | -0.1 | 9 | 6 | 8 | -2 | 35 | 0 | -1
Cn1ncc(C#N)c1/N=C/N1CCCC1 | nt | 2 | nt | 5 | -5 | nt | nt | 1
C[C@@H]1CCCCO[C@H](CN(C)C(=O)C2CCCCC2)[C@H](C)CN([C@@H](C)CO)C(=O)c2cc(NS(=O)(=O)c3cn(C)cn3)ccc2O1 | -0.2 | -3 | -2 | 3 | -1 | 10 | 4 | -14
COc1ccccc1CN(CC(=O)NCC1CCCO1)C(=O)CNS(=O)(=O)c1ccc(C)cc1 (centres undefined) | nt | -13 | nt | 9 | -5 | nt | nt | 4
Cc1ccccc1N/N=C/c1ccc(N2CCOCC2)cc1 | nt | -5 | nt | -2 | 29 | nt | nt | 10
CNC[C@@H]1OCCCC[C@@H](C)Oc2ccc(NS(=O)(=O)c3ccccc3)cc2C(=O)N([C@@H](C)CO)C[C@@H]1C | 0.2 | 0 | 0 | 0 | 0 | -28 | -2 | 3
CSc1nc(O)c(N=Nc2ccc(F)cc2F)c(=O)[nH]1 | nt | -1 | 3 | -10 | 11 | -13 | 1 | -1
COc1cccc(NC(=O)Nc2ccc3c(c2)C(=O)N(C)[C@@H]2CC[C@H](CC(=O)NCCc4ccccc4)O[C@@H]2CO3)c1 | 0.2 | 2 | nt | 3 | 3 | nt | nt | 27
O=C(N[C@@H]1CC[C@@H](CCNS(=O)(=O)c2ccc(Cl)cc2)O[C@H]1CO)c1ccccn1 | -0.4 | 2 | -6 | -3 | 3 | -11 | -1 | 3
CCOC(=O)C1(C)CCCCCN1C(=O)c1ccccc1F (centres undefined) | -0.1 | 7 | 4 | 0 | -4 | -9 | -1 | nt
O=C(NC1CCC1)[C@@H]1[C@@H](CO)[C@@H]2Cn3c(ccc(-c4ccccc4F)c3=O)[C@@H]2N1Cc1cocn1 | -0.1 | 7 | 1 | -2 | -2 | -7 | -2 | -1
COc1ccc2c3c(n(C)c2c1)[C@@H](CO)N(C(C)=O)CC31CCN(C(=O)C2CC2)CC1 | 0.2 | nt | -4 | nt | nt | 5 | 0 | nt
Cc1cc(OC(C)C)nc(NCc2ccccc2)n1 | nt | -3 | nt | 5 | -7 | nt | nt | -8
CCCNC(=O)N[C@@H]1CC[C@H](CCn2cc(C3CCCCC3)nn2)O[C@H]1CO | 0.1 | -32 | -4 | -4 | -3 | -15 | -1 | -4
CSc1cccc(CN2CCN(CCC(C)C)C(CCO)C2)c1 (centres undefined) | nt | nt | -3 | nt | 7 | -1 | -1 | -1
COC(=O)c1ccccc1NC(=S)NC(=O)c1ccc2c(c1)OCO2 | 0.1 | 8 | 5 | 1 | -1 | -15 | 1 | nt
C[C@@H]1CN([C@@H](C)CO)C(=O)c2cc(NC(=O)Nc3cccc4ccccc34)ccc2O[C@H]1CN(C)S(=O)(=O)c1ccc(Cl)cc1 | -1.5 | 12 | 8 | -3 | -2 | -5 | 2 | -6
CN(C[C@@H]1N[C@H](CO)[C@@H]1c1ccc(C2=CCCCC2)cc1)S(C)(=O)=O | 0.2 | -4 | nt | -2 | -22 | nt | nt | 15
C[C@@H]1CN([C@H](C)CO)C(=O)Cc2cc(NC(=O)Nc3ccccc3)ccc2O[C@H]1CN(C)C | -9.2 | 3 | 1 | 0 | -4 | 2 | 0 | nt
O=C(COC(=O)c1cc[n+]([O-])cc1)Nc1cccc(F)c1 | -1.7 | -8 | nt | 6 | -6 | -12 | -1 | 14

Taken from above.
COC(=O)c1ccccc1NC(=S)NC(=O)c1ccc2c(c1)OCO2 @ esBAF inh = -1
O=C1NC(=O)/C(=C/c2cc3c(cc2Br)OCO3)S1 @ RAD54 inh = 4
CN(C[C@@H]1N[C@H](CO)[C@@H]1c1ccc(C2=CCCCC2)cc1)S(C)(=O)=O @ esBAF inh = -22

Entries listed so far that bear a hit mark in esBAF inh:
SMILES	ERp5 inh	PglD DTNB	esBAF inh	RAD52 inh	Casp6 inh	ARNT TACC3 PPI
Cc1cccc2c1-c1sc(C(=O)Nc3cccnc3)cc1CO2	-1	0	50*	-9	-2	0

Screening results deposited in PubChem by Broad Institute.
